KAT2A inh = GCN5L2 (KAT2A) acetyltransferase inhibition. Q92830. GCN5L2 HAT assay, ThioGlo1 CoA-SH fluorescence. Potency, µM (doses to about 58.9 µM), for inactives: at the highest dose activity change, negative = inhibition, usual class: inhibitors. 390,000 compounds, 0.21% hits
Target sequence (Q92830 whole entry, looked up): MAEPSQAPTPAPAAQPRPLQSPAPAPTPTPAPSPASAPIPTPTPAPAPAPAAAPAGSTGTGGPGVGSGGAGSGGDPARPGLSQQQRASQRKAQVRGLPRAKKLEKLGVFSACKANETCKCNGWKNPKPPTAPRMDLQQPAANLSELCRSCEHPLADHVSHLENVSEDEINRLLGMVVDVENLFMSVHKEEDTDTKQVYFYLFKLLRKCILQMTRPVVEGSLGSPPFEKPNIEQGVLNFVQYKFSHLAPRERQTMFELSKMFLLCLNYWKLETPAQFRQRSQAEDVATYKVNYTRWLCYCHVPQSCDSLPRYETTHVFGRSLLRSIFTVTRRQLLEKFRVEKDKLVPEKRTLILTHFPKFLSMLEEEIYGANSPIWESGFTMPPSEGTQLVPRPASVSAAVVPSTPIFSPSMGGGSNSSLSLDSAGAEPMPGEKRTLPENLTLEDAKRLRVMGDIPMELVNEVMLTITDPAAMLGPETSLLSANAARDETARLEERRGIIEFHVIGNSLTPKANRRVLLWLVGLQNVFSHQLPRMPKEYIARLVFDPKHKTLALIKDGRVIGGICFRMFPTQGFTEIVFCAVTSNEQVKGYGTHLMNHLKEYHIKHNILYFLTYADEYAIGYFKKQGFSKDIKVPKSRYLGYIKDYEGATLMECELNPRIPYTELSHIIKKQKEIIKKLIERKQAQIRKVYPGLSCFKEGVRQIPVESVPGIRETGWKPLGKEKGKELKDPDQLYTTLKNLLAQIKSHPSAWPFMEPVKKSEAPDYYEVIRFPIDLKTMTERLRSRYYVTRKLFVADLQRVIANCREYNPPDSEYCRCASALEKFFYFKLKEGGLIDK
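Preincubate 20nM GCN5L2 with compound 15 min, RT → add 50uM ThioGlo1 + 75uM H3(1-25) + 70uM acetyl-CoA → read fluorescence 0 and 20 min. Primary qHTS; fluorescent artifacts likely.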
DT40 TDP1 CPT = growth inhibition of DT40 Tdp1-/-;hTDP1 cells with camptothecin (screen for TDP1 inhibitors); chicken DT40 Tdp1-/-;hTDP1 cells + 20 nM CPT, ATP luminescence, 48 h; Potency, µM (doses to about 46.2 µM), without a hit: top-dose activity change, negative = growth inhibition, hits mostly inhibitors; AID 686979; 420,000 compounds, 12% hits; also: nearly all actives have a fitted effect of over 55% in size
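Chicken DT40 Tdp1-/- cells stably complemented with human TDP1 were seeded at 400 cells/well in medium containing 20 nM camptothecin, exposed to pin-transferred compounds, and grown at 37 °C for at least 48 hr. Viability was read as ATP luminescence.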
TDP1 cell noCPT = qHTS for Inhibitors of human tyrosyl-DNA phosphodiesterase 1 (TDP1): qHTS in cells in absence of CPT. AID 686978, 2013. DT40 Tdp1-/- hTDP1 cells, no CPT, ATP luminescence, 48 h. Potency, µM (top dose mostly 46.2 µM), inactives show top-dose activity change, negative = growth inhibition, usual class: inhibitors. 420,000 compounds, 15% hits; also: nearly all actives have a fitted effect of over 55% in size
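Cells were dispensed at 400 per well, compounds added by pin tool, plates incubated ≥48 hr at 37 °C, then CellTiter-Glo added for 30 min at room temperature before luminescence reading. Line: DT40 Tdp1-/- complemented with hTDP1; camptothecin omitted.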
* marks the source's active call; other numbers are inactive results; u = inconclusive; x = not tested or not shown; & = joins results of further samples; ! = repeats disagree. Calls follow the shape of the dose curve; as a rule, active = well fitted curve in the direction sought with a large enough effect; inconclusive = small, poorly fitted or top-dose-only effect, or another doubt; inactive = no such curve, though single readings can be large; an effect the other way counts as inactive or inconclusive. % is scaled to controls: 0 for no effect and ±100 for the full control effect; potency is read from the fitted curve at half-maximal effect. An excerpt, so the mix of outcomes need not match the whole.

Every second line gives: KAT2A inh, DT40 TDP1 CPT, TDP1 cell noCPT
1. Cc1ccc(S(=O)(=O)/C(=C/Cl)NC(=O)c2ccccc2)cc1
  -2%, 18µM*, 15µM*
2. O=C(NCc1ccc2c(c1)OCO2)c1ccc2c(c1)N(Cc1c(F)cccc1Cl)C(=O)CS2
  -6%, u, 23µM*
3. Cc1ccc2nc(-c3ccccn3)c(NC3CCCC3)n2c1
  -3%, 1.3µM*, 0.33µM*
4. COc1cccc(C(C)NC(=O)Nc2ccccc2Cl)c1 (centres undefined)
  4%, 21µM*, u
5. CC(=O)Cc1ccccc1OCC(=O)O
  -10%, -16%, -7%
6. CCOC(=O)c1ccc(NC(=O)c2nc(SCc3ccccc3F)ncc2Cl)cc1
  -4%, u, u
7. O=C(O)c1cc2cc(Oc3ccccc3)ccc2[nH]1
  -4%, 2%, -10%
8. CCc1c(C(=O)NC2CCCc3ccccc32)[nH]c(C)c1C(C)=O (centres undefined)
  -1%, u, 15µM*
9. CCOc1cc(-c2c(C#N)c(N)nc3c2CCCC3)ccc1O
  -3%, u, 21µM*
10. CCOC(=O)c1sc(NCC2CCCO2)nc1C (centres undefined)
  -21%, -12%, -29%
11. CCCOc1ccc(C2C(C(=O)c3ccco3)=C(O)C(=O)N2CCCn2ccnc2)cc1OC (centres undefined)
  x, -11%, 6%
12. CCc1ccc([C@H]2C(C(=O)O)=C[C@@H](CC3CCCC3)N2S(=O)(=O)c2ccc(C)cc2)cc1
  -27%, u, -13%
13. COc1ccc(N2CCN(S(=O)(=O)c3c(C(=O)N4CCOCC4)c(C)n(C)c3C)CC2)cc1
  -21%, 6%, 5%
14. Nn1cnnc1N/N=C/c1ccccc1C(F)(F)F
  -2%, -10%, -7%
15. C=CCNC(=O)NC(=O)COC(=O)/C(C#N)=C/c1ccc(OC)cc1
  -13%, -5%, 6%

Brought forward from above: 2 entries; new compounds follow.
Every second line gives: KAT2A inh, DT40 TDP1 CPT, TDP1 cell noCPT
14. Nn1cnnc1N/N=C/c1ccccc1C(F)(F)F
  -2%, -10%, -7%
15. C=CCNC(=O)NC(=O)COC(=O)/C(C#N)=C/c1ccc(OC)cc1
  -13%, -5%, 6%
16. CCC(=O)N1CCCC(C)(C(=O)Nc2nccc3ccccc23)C1 (centres undefined)
  x, 1%, 3%
17. Cn1cc(S(=O)(=O)N2CCOCC2)cc1C(=O)NCc1ccccc1Cl
  -32%, -5%, -17%
18. CCOP(=O)(OCC)C(C)(C)NC(=O)Nc1ccc(Cl)c(Cl)c1
  0%, -18%, u
19. Cc1cnc2c(c1)C(=O)c1ccccc1-2
  7%, 10%, -27%
20. COc1cc(C(=O)Nc2nccs2)cc(OC)c1OC
  -10%, u, -27%
21. CC(=O)N1CCCc2ccc(NS(=O)(=O)c3ccc(C)c(C)c3)cc21
  1%&-3%, 12µM*!, u
22. COc1ccc(C(=O)N/N=C(\C)CC(=O)Nc2ccc3ccccc3c2)c(OC)c1
  -3%, -20%, -17%
23. COc1ccc(CNC(=O)N2CCN(c3ccc(F)cc3)CC2)cc1Cl
  -1%, u, 9.2µM*
24. CCn1cc(S(=O)(=O)N2CCN(Cc3cccc(Cl)c3)CC2)cn1
  -2%, 3%, -26%
25. CC(C)(C)c1cc(C(F)(F)F)c(C#N)c(=O)[nH]1
  -4%, 1%, -20%
26. O=C(Nc1cc(S(=O)(=O)Nc2ccccc2F)ccc1Cl)c1ccc(F)cc1F
  -5%, -1%, u
27. CC1=C(C(=O)N2CCCCCC2)CC(CC(=O)NCCCCc2ccccc2)C(=O)N1Cc1ccccc1 (centres undefined)
  x, 18µM*, 21µM*
28. CC(NC(=O)c1cc2ccccc2oc1=O)c1ccccc1 (centres undefined)
  -9%, 0%, -25%
29. CCc1ccc(NC(=O)C(C)OC(=O)CN2C(=O)NC3(CCCC3)C2=O)cc1 (centres undefined)
  2%, 7%, u
30. Nc1c(C(=O)NC2CC2)sc2nc3c(c(-c4ccco4)c12)CC/C3=C/c1ccco1
  u, 18µM*, 16µM*

Profiles, quoted from the list. Values in the order: KAT2A inh | DT40 TDP1 CPT | TDP1 cell noCPT
`COc1ccc(CNC(=O)N2CCN(c3ccc(F)cc3)CC2)cc1Cl` as listed: -1% | u | 9.2µM*
`Nc1c(C(=O)NC2CC2)sc2nc3c(c(-c4ccco4)c12)CC/C3=C/c1ccco1` as listed: u | 18µM* | 16µM*
`CCC(=O)N1CCCC(C)(C(=O)Nc2nccc3ccccc23)C1` (centres undefined) as listed: x | 1% | 3%

Next part:
Every second line gives: KAT2A inh, DT40 TDP1 CPT, TDP1 cell noCPT
31. CNc1c(N=Cc2cccnc2)c(=O)n(C)c(=O)n1C
  -3%, -4%, -24%
32. CC(NC(=S)N1CCOCC1)c1ccccc1 (centres undefined)
  -2%, 0%, -9%
33. O=C(NC1CC(=O)N(c2ccccc2)C1)c1ccc(S(=O)(=O)N2CCOCC2)cc1 (centres undefined)
  1%, -7%, -27%
34. CCC(NC(=O)NCCCn1ccnc1)(C(F)(F)F)C(F)(F)F
  -6%, 16%, -7%
35. CCC(=O)c1ccc(OCC(O)CN2CCN(c3cccc(C(F)(F)F)c3)CC2)cc1 (centres undefined)
  -19%, u, 26µM*
36. O=C(c1ccccc1F)N1CCN(C2CCC(c3ccccc3)CC2)CC1 (centres undefined)
  -7%, u, u
37. O=C(NCc1ccco1)c1ccc(Cl)c(S(=O)(=O)N2CCCC2)c1
  -6%, u, 2%
38. O=c1oc(CCCO)cc2ccc(C#CC3(O)CCCCC3)cc12
  -4%, u, 18µM*
39. COc1cccc(C(=O)Nc2nnc(-c3cccs3)s2)c1
  -6%, -29%, -1%
40. O=C(O)Cn1c(=O)c2c3c(sc2n(Cc2ccccc2F)c1=O)CCCC3
  13%, -18%, -1%
41. Cc1ccc(NC(=O)CCCn2c(=O)c3cccn3c3ccccc32)c(Cl)c1
  -6%, 15µM*, 12µM*
42. CCOC(=O)[C@H]1[C@H]2COc3ccc(Cl)cc3[C@@H]2N2C(=O)c3cc(F)ccc3NC(=O)[C@@]12C
  -8%, u, u
43. COc1ccccc1N1CCN(C(=O)CSc2nc(N)cc(=O)[nH]2)CC1
  -9%, u, -8%
44. Cc1cc(Oc2ccc3ccccc3c2)nc(SCC(=O)c2ccccc2)n1
  -3%, 21µM*, 18µM*
45. COc1ccc(OCc2cc(C(=O)NCC3CCOCC3)no2)c(Cl)c1
  -1%, u, -6%

Individual results from the entries so far:
cpd 36 in KAT2A inh has -7%
cpd 44 in TDP1 cell noCPT has 18µM*
cpd 33 in KAT2A inh has 1%
cpd 37 in KAT2A inh has -6%

(list continues)
Every second line gives: KAT2A inh, DT40 TDP1 CPT, TDP1 cell noCPT
46. CN(N=O)c1ccc(C=C2C=Cc3ccccc32)cc1
  x, -16%, u
47. C=CC[C@@H](CC(=O)N[C@@H](CO)Cc1ccccc1)C(=O)N[C@H](COC(=O)[C@@H](CC=C)Cc1ccc(F)cc1)C(C)(C)C
  -11%, 16µM*, -80%
48. COc1ccccc1CNC(=O)c1nn(-c2ccc(C)cc2)c(=O)c2c1c1ccccc1n2C
  1%, u, u
49. COc1cccc(CNC(=O)c2c(C)nn(-c3cccc(C)c3)c2-n2cccc2)c1
  -1%, u, 15µM*
50. O=C1CCCCC(=O)[C@H](O)C[C@H](c2ccccc2)O1
  x, 4%, -20%
51. CCOC(=O)C1(C)CCCN(C(=O)c2ccccc2F)C1 (centres undefined)
  x, -16%, -13%
52. COC(=O)c1ccc(C(=S)N2CCOCC2)cc1
  0%, u, -6%
53. Nc1nc(COC(=O)CCC(=O)c2ccccc2)nc(Nc2ccccc2)n1
  5%, 14%, -22%
54. C/C(=N\Nc1ccc(S(=O)(=O)N2CCOCC2)cc1[N+](=O)[O-])C(C)C
  -7%, u, u
55. Cc1ccc(NC(=O)CCc2ccc(S(=O)(=O)N3CCOCC3)cc2)c(C)c1
  -2%, -25%, -9%
56. CC1Sc2ccc(C(=O)Nc3ccc(S(=O)(=O)N(C)C)cc3)cc2NC1=O (centres undefined)
  -5%, u, u
57. CCCNC(=O)C1CCC(CNS(=O)(=O)c2ccc3c(c2)N(C(C)=O)CCO3)CC1 (centres undefined)
  -5%, -2%, -4%
58. COc1ccc(S(=O)(=O)N2CCCCC2)cc1NC(=O)CSc1nnc(C2CC2)n1C
  0%, -26%, 15%
59. CC(=O)NS(=O)(=O)c1ccc(NC(=O)c2oc3c(Cl)cccc3c2C)cc1
  -4%, -7%, -17%
60. CCC(=O)NNC(=S)NC(=O)c1ccc(C)cc1
  -3%, u, 10µM*
61. COc1ccc(N2CCN(C(=O)CN(c3ccc(OC)cc3)S(=O)(=O)c3ccccc3)CC2)cc1
  -9%, 13µM*, 23µM*
62. CC(C)(C)C(=O)Nc1ccc(S(=O)(=O)Nc2nccs2)cc1
  6%, -9%, 1%
63. Cc1cccc(/N=C/c2c(O)cc(C)oc2=O)n1
  -4%, 1%, -7%
64. O=C(NC1CC1)c1cc2cc(Br)ccc2s1
  -5%, u, -23%
65. O=C(NCCc1ccccc1)c1ccc2c(c1)N(Cc1ccccc1F)C(=O)c1ccccc1S2=O (centres undefined)
  -8%, u, u
66. O=C(c1cccc(Cl)c1)N1CCN(Cc2ccc3c(c2)OCO3)CC1
  -4%, 4%, -10%
67. Cc1ccnc(NC(=O)CCC(=O)N(CC(=O)NC(C)(C)C)Cc2ccc3c(c2)OCO3)c1
  1%, u, -23%
68. CN(C)CCNC(=O)c1ccccc1-c1ccccc1
  0%, -3%, -5%
69. OC1(c2ccc(Br)cc2)CCNCC1
  -2%, u, -26%
70. COc1cc(/C=C/C(=O)OCC(=O)Nc2ccc3c(c2)OCCO3)ccc1O
  -8%, u, 16µM*
71. CC(C)(C)c1ccc(C(=O)N2CCN(c3ncccn3)CC2)cc1
  2%, -14%, -7%
72. COc1ccc(Cl)cc1NC(=O)CCS(=O)(=O)c1cc2c(cc1C)NC(=O)CO2
  -11%, -18%, u
73. CCOC(=O)c1sc2ccccc2c1S(=O)(=O)Nc1ccc(CC)cc1
  -15%, u, 23µM*
74. COCC(=O)N1CCC[C@@]2(CCN(Cc3cc(C(F)(F)F)cc(C(F)(F)F)c3)C2)C1
  -9%, u, u
75. COc1cccc(CN(C)CC(=O)NNC(=O)c2ccc(Cl)cc2)c1
  -3%, -21%, -29%
76. Cc1ccc(NC(=O)CCS(=O)(=O)c2ccc3c(c2)NC(=O)C(C)S3)cc1Cl (centres undefined)
  -4%, -30%, -23%
77. CCNS(=O)(=O)c1ccc(CCC(N)=O)cc1
  -4%, -7%, u
78. COc1c2c(nc3occc13)C(CC=C(C)C)(OC)C(OC(C)=O)CC2 (centres undefined)
  -9%, u, u
79. CCN(C(=O)CN1C(=O)NC(c2ccccc2)(c2ccc(C)c(C)c2)C1=O)C1CCCCC1 (centres undefined)
  -16%, 16µM*, u
80. CCOc1ncccc1C(=O)OCc1cccc([N+](=O)[O-])c1
  -10%, 1%, 6%
81. CN1C(=O)c2ccc(NC(=O)c3cccc4ccccc34)cc2C1=O
  -1%, 4%, -20%
82. O=C(CN1CCN(c2ccc(Cl)cc2)CC1)c1ccc2c(c1)OCO2
  -13%, u, u
83. COC(=O)C1(C)NC(c2cccs2)C2C(=O)N(c3ccccc3F)C(=O)C21 (centres undefined)
  -3%, -2%, -10%
84. CC(=O)c1ccsc1-c1c(C)cc2oc(=O)cc(-c3ccccc3)c2c1C
  -8%, u, u
85. CCOC(=O)c1c(C)[nH]c(C(=O)COC(=O)c2cc(C)oc2C)c1C
  3%, u, -19%
86. O=C(NCCCc1nc2ccccc2n1Cc1ccc(Cl)cc1)c1ccco1
  1%, u, 16µM*
87. Cc1onc(-c2ccc(Cl)cc2Cl)c1-c1csc(COc2ccccc2)n1
  u, -22%, u
88. O=Cc1cn(CCOc2ccc(F)cc2)c2ccccc12
  x, u, 12µM*
89. Cc1cc(C)c(C(=O)CN2C(=O)NC3(CCC(C)CC3)C2=O)cc1C (centres undefined)
  -11%, 12%, -13%
90. Cc1cc(=O)oc2cc(OCc3ccc(C(=O)OCC(=O)Nc4ccc(N(C)C)cc4)cc3)ccc12
  -4%, -21%, -23%

Looked up one by one from above, 5 records:
Every second line gives: KAT2A inh, DT40 TDP1 CPT, TDP1 cell noCPT
81. CN1C(=O)c2ccc(NC(=O)c3cccc4ccccc34)cc2C1=O
  -1%, 4%, -20%
78. COc1c2c(nc3occc13)C(CC=C(C)C)(OC)C(OC(C)=O)CC2 (centres undefined)
  -9%, u, u
90. Cc1cc(=O)oc2cc(OCc3ccc(C(=O)OCC(=O)Nc4ccc(N(C)C)cc4)cc3)ccc12
  -4%, -21%, -23%
77. CCNS(=O)(=O)c1ccc(CCC(N)=O)cc1
  -4%, -7%, u
79. CCN(C(=O)CN1C(=O)NC(c2ccccc2)(c2ccc(C)c(C)c2)C1=O)C1CCCCC1 (centres undefined)
  -16%, 16µM*, u
